OX1R antag-1: OX1R (HCRTR1) antagonists, primary screen, fluorescence, CHO/OX1R cells, Fluo-8 calcium, orexin A. Orexin/Hypocretin receptor type 1 (Homo sapiens), O43613. Fluo-8 calcium fluorescence. inhibition, % at 5 µM. hit rate 0.43% among 330,000. AID 434989, 2010;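 active = inhibition above its plate's threshold, mean inhibition of all tested compounds on the plate plus 3 SD, cut at about 37% in these data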;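 note: 0% = orexin A challenge wells and 100% = SB-334867-A antagonist wells; not every result past the cut was called active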
Target sequence (O43613 whole entry, looked up): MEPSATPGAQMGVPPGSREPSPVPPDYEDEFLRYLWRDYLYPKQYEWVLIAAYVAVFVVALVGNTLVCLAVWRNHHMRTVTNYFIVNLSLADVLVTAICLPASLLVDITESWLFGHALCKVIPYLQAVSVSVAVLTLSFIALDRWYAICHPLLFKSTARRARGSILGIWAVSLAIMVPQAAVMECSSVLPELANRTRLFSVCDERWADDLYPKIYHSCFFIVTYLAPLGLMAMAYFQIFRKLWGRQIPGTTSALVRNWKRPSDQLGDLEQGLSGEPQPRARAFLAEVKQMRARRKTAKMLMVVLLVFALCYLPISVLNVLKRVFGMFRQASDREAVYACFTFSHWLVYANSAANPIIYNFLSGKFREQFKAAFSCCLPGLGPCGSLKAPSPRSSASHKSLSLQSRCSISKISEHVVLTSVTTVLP
OX1R antag-2: antagonists of human orexin 1 receptor (OX1R). AID 485270, 2010. OX1R-expressing cells, FRET antagonist read-out. inhibition, % at 6.6 µM. Orexin/Hypocretin receptor type 1 (Homo sapiens), O43613. hit rate 1.8% among 330,000; in the data active = inhibition mostly above about 38%, no sharp cut-off; inactive = mostly below about 40%;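 note: 0% = agonist challenge alone and 100% = reference antagonist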
Active calls of the source: *.

Structure	OX1R antag-1	OX1R antag-2
Cc1ccc(S(=O)(=O)N(C)CC(=O)OCC(=O)Nc2ccccc2)cc1	-7	7
NC(=O)CN1C(=O)C2C3C=CC(C3)C2C1=O (stereo unspecified)	-13	27
O=C1CCC(CCC(=O)N2CCCC(C(=O)c3cccc(C(F)(F)F)c3)C2)=NN1 (stereo unspecified)	-17	16
CSCCC(NS(=O)(=O)c1ccc2c(c1)oc(=O)n2C)C(=O)NCc1cccs1 (stereo unspecified)	-18	6
C=CCNc1nc(N2CCOCC2)c(C#N)c2c1CN(C)CC2	-21	28
Cc1nn(-c2ccccc2)c(Cl)c1/C=C1\SC(=S)N(C)C1=O	-9	10
COC(=O)Nc1ccc(SCC(=O)c2cccc([N+](=O)[O-])c2)cc1	-8	0
COc1ccc(/C=C/c2nc3cc(-c4ccccc4)ccc3o2)cc1O	9	20
CSCc1ccc(C(=O)N2CCC(CCC(=O)N(C)Cc3ccccc3)CC2)o1	-20	21
Cc1nn(C)cc1C(C)NC(=O)c1cc(COc2cccc3cnccc23)on1 (stereo unspecified)	-19	22
NC(N)=NC(N)=Nc1ccc(SC(F)(F)F)cc1	19	6
S=C1NC2(CCCC2)N=C1c1ccccc1	-14	7
COC(=O)C1C2C=CC3(CN(c4cccc(Cl)c4)C(=O)C13)O2 (stereo unspecified)	-26	13
CC(OC(=O)C1CC2CCCC(C1)C2=O)C(=O)Nc1cccc([N+](=O)[O-])c1 (stereo unspecified)	-12	14
CC(C)OC(=O)/C(=C\c1cccc2ccccc12)NC(=O)c1ccccc1	-22	27
COc1cc(NC(=O)C2CCN(S(=O)(=O)c3cccnc3)CC2)cc(OC)c1OC	-15	15
O=C(/C=C/c1ccc(Cl)cc1Cl)N(Cc1ccc(Cl)cc1)C1CCS(=O)(=O)C1 (stereo unspecified)	-24	6
O=C(Oc1ccc2c(c1)CCC2)N1CCOCC1	-11	16
CCN(C(=O)Nc1ccccc1OC)c1c(N)n(Cc2ccccc2)c(=O)[nH]c1=O	-18	-7
COc1cc(-c2cc(C(=O)Nc3ccncc3)c3ccccc3n2)cc(OC)c1OC	-30	5
CC(C)(C)OC(=O)N1CCC(NC(=O)c2[nH]cnc2C(=O)Nc2ccccc2)CC1	-24	-1
CCCOc1ccc2c(=O)c(N3C(=O)c4ccccc4C3=O)c(C)oc2c1	-18	16
CCOc1cc2c(C#N)c(N(CC)CC)nc(N)c2c(N)n1	-24	36
O=C(CCN1C(=O)c2ccccc2C1=O)N1CCOCC1	-4	28
CCOc1ccccc1N1CCN(Cc2c(C)n(C)n(-c3ccccc3)c2=O)CC1	-32	10

Three compounds from above, sorted by their value in OX1R antag-2, ascending.
Structure	OX1R antag-1	OX1R antag-2
COC(=O)Nc1ccc(SCC(=O)c2cccc([N+](=O)[O-])c2)cc1	-8	0
Cc1ccc(S(=O)(=O)N(C)CC(=O)OCC(=O)Nc2ccccc2)cc1	-7	7
COc1ccc(/C=C/c2nc3cc(-c4ccccc4)ccc3o2)cc1O	9	20

(list continues)
Structure	OX1R antag-1	OX1R antag-2
CCN(CC)S(=O)(=O)c1cc(NC(=O)CCCOc2ccc(C(C)=O)cc2)ccc1C	-5	18
O=C(NC1CC1)C(Cc1ccccc1)NS(=O)(=O)c1ccccc1F (stereo unspecified)	-19	18
Cc1ccc(NC(=O)C2CCN(S(=O)(=O)c3c(C)noc3/C=C/N(C)C)CC2)cc1	-6	4
CC(=O)CCc1oc2ccc(NC(C)=O)cc2c1-c1ccc(C)o1	-6	42
N[C@@H](Cc1ccccc1)c1nnc(SC/C=C/c2ccccc2)o1	-38	14
CN(C)CCN(C(=O)C1CCN(S(=O)(=O)c2cccs2)CC1)c1nc2c(F)cccc2s1	-13	2
COc1cc(-c2c(C#N)c(N)nc3[nH]c(=S)[nH]c(=O)c23)ccc1O	-2	-1
COCc1cc(C)nc(OCC(=O)N/N=C/c2ccc(OC)c(OC)c2)c1C#N	-15	15
CCOc1ccc(S(=O)(=O)Nc2nc3ccccc3nc2-n2ccc(=NC(=O)c3ccccc3C)cc2)cc1	0	3
Cc1ccc(S(=O)(=O)N(Cc2ccccc2)c2ccccc2C(=O)Nc2ccccc2C(=O)NCc2ccco2)cc1	-5	29
CCOc1ccc(CCNS(=O)(=O)c2ccc3c(c2)N(C(C)=O)CCO3)cc1OCC	-21	16
CSc1sc(C)cc1C=O	-20	16
COc1ccccc1CCC(=O)NC1CCCN(c2ccc(C(F)(F)F)cn2)C1 (stereo unspecified)	-32	0
COC(=O)C1=C(C)Nc2nc3ccccc3n2C1c1cc(OC)c(OC)c(OC)c1 (stereo unspecified)	-28	10
O=C(CCc1ccccc1)Nc1ccnn1C1CCN(Cc2ccc(OCCO)cc2)CC1	-18	11
Cc1ccccc1Cn1c(=N)n(CC(=O)c2ccco2)c2ccccc21	-31	12
Cc1ccc(S(=O)(=O)/C(C#N)=C/c2c(N3CCC(C(N)=O)CC3)nc3c(C)cccn3c2=O)cc1	-15	20
CCC(=O)Nc1ccc(/C(C)=N/NC(=O)c2c(-c3ccccc3Cl)noc2C)cc1	-22	25
COc1ccc(-n2nc(C)cc2N)cc1	-9	26
Cc1ccc(Cc2c(C)nc3nc(SCC(=O)NCc4ccco4)nn3c2C)cc1	-44	7
O=C(NC(=S)Nc1ccccc1)c1csnn1	-15	8
CCOc1ccc(Br)cc1CN(CC)CC	-15	5
Cn1nc(C(F)(F)F)c2cc(C(=O)Nc3ccc(Cl)cc3)sc21	-15	9
CCCCN1CC2=C(C1=O)C(c1ccc(O)cc1)NC(=O)N2C (stereo unspecified)	0	25
COc1ccc(C(=O)N[C@H]2CCCCNC2=O)cc1OC1CCN(C(C)C)CC1	3	2

Molecules listed so far that have a cyano group:
Structure	OX1R antag-1	OX1R antag-2
C=CCNc1nc(N2CCOCC2)c(C#N)c2c1CN(C)CC2	-21	28
CCOc1cc2c(C#N)c(N(CC)CC)nc(N)c2c(N)n1	-24	36
COc1cc(-c2c(C#N)c(N)nc3[nH]c(=S)[nH]c(=O)c23)ccc1O	-2	-1
COCc1cc(C)nc(OCC(=O)N/N=C/c2ccc(OC)c(OC)c2)c1C#N	-15	15
Cc1ccc(S(=O)(=O)/C(C#N)=C/c2c(N3CCC(C(N)=O)CC3)nc3c(C)cccn3c2=O)cc1	-15	20

Continuation:
Structure	OX1R antag-1	OX1R antag-2
O=C1CCC(c2ccc(-n3ccnc3)cc2)=NN1	-1	11
O=C(CSc1ccccc1C(=O)N1CCCCC1)NCC1CCCCC1	-24	24
Cc1ccc(NC(=O)CNS(=O)(=O)c2ccc(F)cc2)cc1C	-21	10
COc1cc(NS(=O)(=O)c2ccc(N/C=C\C(=O)c3ccc(C)cc3)cc2)nc(OC)n1	-29	14
O=C(NC(Cc1ccccc1)C(=O)O)/C(=C/c1ccccc1)NC(=O)c1ccccc1 (stereo unspecified)	-4	9
CC1CCCCN1C(=O)c1cc(S(=O)(=O)N2CCOCC2)ccc1Cl (stereo unspecified)	-12	1
CC(=O)c1c(-c2ccc(C)cc2)nc2c3ccccc3ccn12	-27	38
CCCCNC(=S)Nc1cccc2cnccc12	-5	48
CCNC(=S)N=Nc1c(O)[nH]c2ccc([N+](=O)[O-])cc12	-1	46*
CCOC(=O)Cc1nn(CCc2ccccn2)c(=O)c2ccccc12	-26	7
Nc1ccc(C(=O)OCCc2ccccc2)cc1	3	6
Cc1ccc2ccc[n+](Cc3ccccc3)c2c1	-14	31
COc1cc2c(cc1OC)C1(CCCC1)CNC2c1ccc([N+](=O)[O-])cc1 (stereo unspecified)	-35	10
CCc1cc(C(=O)N/N=C/c2c(C)[nH]c3ccccc23)cs1	-10	43
Fc1ccccc1CN(CCN1CCOCC1)C(=S)Nc1ccccc1Cl	-29	10
CC(C)Cn1c(=O)c2ccccc2n2c(SCC(=O)N3c4ccccc4CC3C)nnc12 (stereo unspecified)	-21	45
COCC(C)N1CCC(n2nccc2NC(=O)CCCc2ccccc2)CC1 (stereo unspecified)	-23	12
Cc1c(C(=O)O)sc2nc(CSc3nnc(-c4ccc(F)cc4)n3C)[nH]c(=O)c12	-5	36
Cc1cc(=O)[nH]c(N/N=C/c2ccc([N+](=O)[O-])cc2)n1	-2	25
Cc1ccc([N+](=O)[O-])cc1NC(=S)NC(=O)CC(C)(C)C	-14	7
CC(=O)Nc1ccc(NC(=O)C2CCN(c3c(Cc4ccccc4)c(C)nc4ncnn34)CC2)cc1	-4	27
O=C(NN1CCOCC1)c1cn(-c2ccccc2)nc1-c1cccs1	3	-1
CCCCCCCn1c(C)nnc1-c1cnn(C)c1N	15	18
CCN1CCCC1CN(Cc1cc2cc(C)cc(C)c2[nH]c1=O)C(=O)Nc1ccccc1OC (stereo unspecified)	-38	5
COc1ccc(S(=O)(=O)N(Cc2ccccc2)Cc2nc(-c3ccccc3)no2)cc1	1	27

Structure	OX1R antag-1	OX1R antag-2
COc1ccc(C)cc1NC1=C(Cl)C(=O)N(C2CCCCC2)C1=O	-11	12
COc1ccc(C(=O)NNC2=NC(C)(C)Cc3ccccc32)cc1	-8	22
CC(NC(=O)c1ccc(C(C)(C)C)cc1)C(=O)O (stereo unspecified)	2	7
O=S(=O)(NC(=S)NC1CCCCC1)c1cccs1	-8	10
COc1ccc(OC)c(S(=O)(=O)Nc2ccccc2C)c1	3	-6
O=C(Cc1ccc(Cl)cc1)Nc1cccc(S(=O)(=O)Nc2ccccc2F)c1	-21	7
COCCNC(=S)N/N=C1\CC(C)CC(C)(C)C1 (stereo unspecified)	-8	27
CCCCCCCCCC(=O)N[C@@H]1c2cc(OC)c(OC)cc2C[C@H]1O	-25	12
CN1C(=O)C(C)(C)c2cc(S(=O)(=O)NCCc3ccc(Cl)cc3)ccc21	-19	9
COC(=O)c1cccc(/C=N/NC(N)=S)c1O	5	21
CCC(=O)N1CCc2cc(S(=O)(=O)NCCC(=O)NC3CCCCCC3)ccc21	-19	10
COC(=O)c1cc(=O)n(Cc2ccco2)c(=Nc2ccc(F)c(Cl)c2)s1	-44	6
CCOC(=O)c1nn(-c2ccc(Cl)cc2)cc1O	-9	3
COc1ccccc1C(=O)N/C(=C\c1cn(S(=O)(=O)N(C)C)c2ccccc12)C(=O)NCCCN1CCOCC1	-39	9
COCCN(C(=O)CCc1ccc(OC)cc1)c1nnc(-c2ccncc2)s1	-29	17
O=C(CSCc1ccc(Br)cc1)NC1CC1	-23	15
Cc1c(NC(=O)CN2C(=O)NC3(CCCCC3C)C2=O)cccc1[N+](=O)[O-] (stereo unspecified)	-4	6
COCCOC(=O)C1=C(C)N(Cc2ccccc2)C(=O)NC1c1ccc(OC)cc1 (stereo unspecified)	-31	13
O=C(CN(c1ccc(Br)cc1)S(=O)(=O)c1ccc(Cl)c([N+](=O)[O-])c1)NCCc1ccccc1	-21	25
O=C(COC(=O)c1ccc(F)c(S(=O)(=O)N2CCCCC2)c1)NCc1ccc(F)cc1	-10	19
CCN(C[C@H]1N[C@@](C)(C(=O)OC)[C@H]2C(=O)N(Cc3ccccc3)C(=O)[C@@H]12)C(=O)c1ccc(C)cc1	-19	6
CN(C)/C(=N\O)c1c(Cl)cccc1Cl	-7	-1
S=C(NCCc1ccccc1)N/N=C/c1c(Cl)cccc1Cl	-35	32
Cc1ccccc1Cn1ccc(NC(=O)CCSc2nc(-c3ccco3)cc(C(F)(F)F)n2)n1	-37	26
CCOC(=O)c1sc(=S)n(-c2cccc(OC)c2)c1N	-11	-4

Structure	OX1R antag-1	OX1R antag-2
CC1CCCCN1C(=S)NC(=O)c1ccccc1 (stereo unspecified)	-8	-4
O=C(O)CC(c1ccccc1)n1cnnn1 (stereo unspecified)	-2	12
C=CCC1(C#N)C(=S)NC(C)=C(C(=O)OCC)C1c1ccccc1 (stereo unspecified)	-33	15
CCn1ccc2cc(OC)ccc2c1=S	-19	19
O=c1oc2ccc(C#CC3(O)CCCCC3)cc2cc1-n1cc(-c2ccccn2)nn1	5	-4
CCc1ccc(CCC(=O)Nc2ccc(C)c(C)c2)o1	-23	15
CC(C)NC(=O)c1ccc(CSCc2ccccc2Cl)o1	-8	9
COc1ccccc1-c1ccc(/C=N/O)o1	-12	9
COc1ccccc1NC(=O)c1cnc(Nc2ccccc2OC)c2ccccc12	-11	74*
O=C1C2C(c3ccccc3)C=CC(c3ccccc3)C2C(=O)N1CCCO (stereo unspecified)	-9	38
COc1cccc(CN2CCC(C(=O)N3CCN(Cc4ccc5c(c4)OCO5)CC3)CC2)c1	-18	11
COc1cccc(Sc2ccccc2/C=N/NC(N)=O)c1	7	15
O=C(Nc1ccc(-n2cnnn2)cc1)C1CCCN1C(=O)NC1CCCCC1 (stereo unspecified)	-16	8
Cn1nc(CC(=O)NCc2ccc(C(F)(F)F)cc2)c2ccccc2c1=O	36	58
COc1ccc(C(C(=O)NC2CCCCC2)N(Cc2cccs2)C(=O)Cc2c[nH]c3ccccc23)cc1 (stereo unspecified)	-15	23
Cc1cc(NC(=O)CO/N=C/c2ccc3c(c2)OCO3)ccc1Br	8	4
CC(=O)Nc1ccc(S(=O)(=O)N2CCC3(CC2)OCCO3)cc1	-4	26
Cc1ccc(NC(=O)COc2ccc(/C=C3/NC(=O)NC3=O)cc2)cc1	13	9
COc1cccc(NC(=S)N2CCC(NC(=O)C3CCCCC3)CC2)c1	-6	5
Oc1ccccc1-c1cc(C(F)(F)C(F)F)[nH]n1	13	14
CCOc1ccccc1NC(=O)c1ccc(S(=O)(=O)N2CCOCC2)cc1	7	8

Compound activity deposited in PubChem BioAssay by The Scripps Research Institute Molecular Screening Center.

Random draw from the library; overall some 2.1% were active at least once.
